# High-throughput results from PubChem.
# PABP1 MLLE inh: blocks PAM2 peptide binding to the PABP1 MLLE domain; GST-MLLE / FITC-PAM2 fluorescence polarization; inhibition, % at 20 µM; 360,000 compounds, 0.36% hits; in the data active = inhibition above about 35%, passing the limit was not always enough;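 note: plate controls were DMSO wells with GST-MLLE for no effect and wells lacking GST-MLLE protein for full effect; some results filed as inactive read as strong as hits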
# FAS-TE inh: FAS thioesterase (human) inhibition; P49327; recombinant FAS-TE, OMFH fluorogenic substrate, fluorescence endpoint; inhibition, % at 15 µM; 360,000 compounds, 0.67% hits; AID 602261;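 active = compounds whose normalised, plate-corrected inhibition of enzyme fluorescence in the single-dose primary screen is 50% or more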;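 note: 0% = DMSO with enzyme and 100% = substrate without enzyme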
# Rin1-Abl PPI inh: inhibitors of human Rin1-Abl protein interaction; 360,000 compounds, 0.4% hits; inhibition, % at 7.35 µM; TR-FRET Rin1/Abl binding, biochemical; in the data active = inhibition above about 5%, passing the limit was not always enough
# NadD inh: inhibitors of Staphylococcus aureus NadD; purified NadD enzyme, colorimetric absorbance read-out; inhibition, % at 20 µM; 360,000 compounds, 0.78% hits; AID 602399; in the data active = inhibition above about 26%; note: some compounds past the cut are filed as inactive
# CSN inh: inhibitors of human CSN-mediated cullin deneddylation | Q92905 | Purified CSN, SCF-Nedd8-OG deneddylation, fluorescence polarization | inhibition, % at 12.5 µM | 360,000 compounds, 0.38% hits;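 active = pattern-corrected inhibition above about 35%, with an unprinted fluorescence ratio check between 0.5 and 1.5, limit read from the data, passing the limit was not always enough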;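 note: 0% = enzyme with substrate and 100% = substrate without enzyme; some results filed as inactive read as strong as hits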
# Target sequence (Q92905 whole entry, looked up, one chain of several): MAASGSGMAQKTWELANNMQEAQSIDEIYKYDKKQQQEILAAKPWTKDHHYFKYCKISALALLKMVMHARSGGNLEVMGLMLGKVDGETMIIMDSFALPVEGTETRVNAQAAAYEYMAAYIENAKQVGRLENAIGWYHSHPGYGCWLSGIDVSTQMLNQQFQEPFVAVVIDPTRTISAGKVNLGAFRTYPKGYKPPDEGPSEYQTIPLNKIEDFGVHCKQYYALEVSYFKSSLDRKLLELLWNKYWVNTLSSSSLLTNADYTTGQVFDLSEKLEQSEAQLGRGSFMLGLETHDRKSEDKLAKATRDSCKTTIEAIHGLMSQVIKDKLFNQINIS
#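 Schedule: reaction 90 min, room temperature / Assay system: HEK293T-derived human Csn5 enzyme / Input: Csn5 at 0.24 nM final / Measure: inhibition of Csn5 cleavage, % / Control set: substrate-only high control, full reaction low control / Technique: fluorescence polarization of the substrate / Buffer or medium: Tris/NaCl/DTT buffer, pH 7.5 / Reagent: SCFSkp2-Nedd8OG substrate at 10 nM final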
# MT1-MMP act inh: MT1-MMP (human) activation inhibition; P50281; HT1080 RFP-PRO-GFP cells, GFP/RFP ratio fluorescence, overnight; percent of plate control window, DMSO zero; GFP/RFP ratio change, % at 20 µM; 360,000 compounds, 0.061% hits; AID 651647;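 active = GFP/RFP ratio change of at least 30% with cell ATP level not reduced by more than half and red fluorescence within 50% of control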; note: strong numbers were not always called active
#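 system = RFP-PRO-GFP reporter HT1080 cells | dosing = 20 µM single dose, 1% DMSO | timing = overnight cell settling, then overnight compound exposure, 37 °C, 5% CO2 | read-out basis = GFP/RFP fluorescence ratio | controls = DMSO and RFP-L50D-GFP cell wells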
# Neddyl block: inhibitors of human cullin neddylation; TR-FRET cullin neddylation, biochemical; calls only at 25 µM; 360,000 compounds, 0.58% hits; in the data active = inhibition above about 36%
# SKN-1 block: C. elegans SKN-1 inhibition; C. elegans VP596 Pgst-4::GFP/RFP ratio, acrylamide-induced, 24 h; inhibition, % at 21.8 µM; 360,000 compounds, 0.49% hits; AID 624304;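 active = interference check ratio from 0.5 to 1.5 plus GFP to RFP signal ratio inhibition reaching or exceeding a fixed threshold, cut at about 30% in these data, passing the limit was not always enough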; note: some compounds called inactive have numbers as strong as hits
# Rpn11 inh: inhibitors of human proteasome Rpn11; O00487; human 26S proteasome, Ub4-pepOG fluorescence polarization; 20S core pre-blocked with epoxomicin; calls only at 20 µM; 360,000 compounds, 0.59% hits;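 active = inhibition at 20 µM, scaled to each plate's controls, above about 33%, limit read from the data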
# Target sequence (O00487 whole entry, looked up): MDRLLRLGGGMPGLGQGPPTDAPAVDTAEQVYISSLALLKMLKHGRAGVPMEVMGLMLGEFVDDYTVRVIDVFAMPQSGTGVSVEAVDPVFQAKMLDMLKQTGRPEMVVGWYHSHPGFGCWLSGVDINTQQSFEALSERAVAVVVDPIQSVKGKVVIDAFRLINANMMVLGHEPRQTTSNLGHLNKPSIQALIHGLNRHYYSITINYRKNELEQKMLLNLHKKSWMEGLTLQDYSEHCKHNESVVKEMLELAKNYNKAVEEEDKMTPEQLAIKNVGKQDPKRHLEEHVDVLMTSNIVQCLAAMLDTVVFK
# Numbers without * were called inactive; i = inactive; nt = no result given.
[1] Cc1cccc(NS(=O)(=O)c2cc3c(cc2C)n(C)c(=O)c(=O)n3C)c1
[2] Cc1cc(Nc2ccc3c(c2)OCCO3)c2ccccc2n1
[3] Cc1ccc(NS(=O)(=O)c2ccc(C(=O)N3CCCCCCC3)cc2)cc1
[4] O=C(COC(=O)c1ccc(OC(F)(F)F)cc1)NCCN1C(=O)CSC1=O
[5] CCCCC1=NN2C(=N)CC(=O)N=C2S1
[6] CCNC(=O)c1sc(=S)n(-c2ccc(C)cc2)c1N
[7] C(=N\Nc1nc2ccccc2[nH]1)/C1CCCCC1
[8] COc1ccc(-c2[nH]ncc2CN2CCN(C(=O)c3cccs3)CC2)c(F)c1
[9] CCn1ccnc1CNC(=O)CC1C(=O)NCCN1Cc1ccc(OC)cc1OC (stereo not given)
[10] CCNCC(=O)N1c2ccccc2CCc2ccc(NC(=O)OC(C)C)cc21

entry no.,1,2,3,4,5,6,7,8,9,10
PABP1 MLLE inh,8,1,3,10,-18,44*,-59,-18,11,-6
FAS-TE inh,43,-8,8,-4,-6,-3,-11,-4,-9,-2
Rin1-Abl PPI inh,-1,-3,-2,2,-4,-1,0,0,3,-1
NadD inh,-2,-2,-11,-4,2,-4,-1,-2,-4,-1
CSN inh,-1,-3,1,2,4,-3,3,2,-2,-2
MT1-MMP act inh,-4,1,-1,-2,-5,3,5,1,-2,1
Neddyl block,i,i,i,i,i,i,i,i,i,i
SKN-1 block,8,13,9,5,12,-11,12,2,-4,0
Rpn11 inh,i,i,i,i,i,i,i,i,i,i

[11] COc1ccc(CNC(=O)CN2C(=O)c3ccccc3S2(=O)=O)cc1
[12] N/C(=N\OC(=O)Cc1ccccc1)c1ccccc1Cl
[13] Cc1ccn2c(=O)nc(SCC(=O)Nc3ccc4c(c3)OCCO4)nc2c1
[14] Cn1c(=O)[nH]c(=O)c2c1nc(N1CCCCC1)n2CCOc1ccccc1
[15] COc1ccc(CNC(=O)Cn2cnc3c(OCc4ccccc4)ncnc32)cc1
[16] O=S(=O)(c1ccccc1)N1N=C(c2ccccc2)CC1c1ccccc1F (stereo not given)
[17] CCCC(=O)N1CCC1(C)C(=O)Nc1cccc(F)c1 (stereo not given)
[18] COc1ccc(-c2cc3nc[nH]c(=O)c3s2)cc1
[19] CCCCN(C(=N)N1CCCCC1)c1nc(C)c([N+](=O)[O-])c(=O)[nH]1
[20] COc1ccc(-c2nn(-c3ccccc3)cc2/C=C2/SC(=S)N(CCCC(=O)O)C2=O)c(C)c1

entry no.,11,12,13,14,15,16,17,18,19,20
PABP1 MLLE inh,5,-21,12,-4,5,-6,-8,-3,-6,-9
FAS-TE inh,-3,-2,-3,-4,-10,23,-9,-6,-9,-1
Rin1-Abl PPI inh,4,-2,-2,-1,-3,-3,4,-19,0,2
NadD inh,12,4,1,2,-4,-10,-7,-2,-1,23
CSN inh,0,1,-5,-4,-5,0,-1,1,-4,6
MT1-MMP act inh,1,-5,-5,0,-1,-1,0,6,0,8
Neddyl block,i,i,i,i,i,i,i,i,i,i
SKN-1 block,7,10,17,7,0,4,-7,12,-4,9
Rpn11 inh,i,i,i,i,i,i,i,i,i,i

[21] CCN(CC)c1ccc(/C=C2\SC(=O)N(C(C)C)C2=O)o1
[22] Cc1ccc(OCC(=O)OCC(=O)NC2CCS(=O)(=O)C2)cc1C (stereo not given)
[23] O=C(COC(=O)c1ccc(F)cc1F)NC1CC1
[24] CCc1ccc(N(C(=O)Cc2cccs2)C(C(=O)NC2CCCCC2)c2cn(C)nc2C)cc1 (stereo not given)
[25] COc1ccc2c3c(cccc13)OC2=O
[26] Cc1nc(C(F)(F)F)ccc1C(=O)N1CCC1(C)C(=O)NS(=O)(=O)c1ccccc1 (stereo not given)
[27] CN(C)c1nc(NN)nc(Nc2ccc(F)cc2)n1
[28] O=C(Nc1cccc(F)c1)N1CCCCCC1
[29] C/C(=N\Nc1ccc(S(=O)(=O)N2CCCCC2)cn1)c1ccc(O)cc1
[30] O=C(CSc1nc2ccccc2[nH]1)NCc1ccc(F)cc1

entry no.,21,22,23,24,25,26,27,28,29,30
PABP1 MLLE inh,84,-6,1,0,0,-7,0,6,5,-7
FAS-TE inh,-92,-8,-15,45,-4,-6,-5,-4,44,-2
Rin1-Abl PPI inh,-1,-2,-1,-3,0,5,-2,2,3,-3
NadD inh,5,-8,-3,4,-1,-6,2,0,-11,-8
CSN inh,0,1,-1,9,-2,-2,1,4,-2,-12
MT1-MMP act inh,-130,-1,0,-8,-2,2,-5,-1,4,0
Neddyl block,i,i,i,i,i,i,i,i,i,i
SKN-1 block,16,7,0,6,6,3,17,5,-7,2
Rpn11 inh,nt,i,i,i,i,i,i,i,i,i

# Screen by screen, from the results shown:
# Entries 21–30 in Rin1-Abl PPI inh, in turn: -1, -2, -1, -3, 0, 5, -2, 2, 3, -3
# Entries 21–30 in Rpn11 inh, in turn: nt, i, i, i, i, i, i, i, i, i
# Entries 21–30 in Neddyl block, in turn: i, i, i, i, i, i, i, i, i, i

# Continued:
# Values run as follows: PABP1 MLLE inh	FAS-TE inh	Rin1-Abl PPI inh	NadD inh	CSN inh	MT1-MMP act inh	Neddyl block	SKN-1 block	Rpn11 inh
31) N#Cc1ccccc1NCc1ccccc1
  4	-2	-2	-3	-4	1	i	3	i
32) COc1ccc(NC(=S)N/C(=N/CS(=O)(=O)c2ccccc2)c2ccccc2)cc1
  33	1	-1	8	4	2	i	11	i
33) COc1ccccc1NS(=O)(=O)c1cccc(C(=O)N/N=C(\C)c2ccc3c(c2)OCCO3)c1
  1	4	-1	2	-6	-1	i	10	i
34) COc1cccc(NC(=O)c2ccc(N3C(=O)C4CC=CCC4C3=O)cc2)c1 (stereo not given)
  2	0	2	3	3	-6	i	16	i
35) Cn1cccc1Cc1nnc(SCC(=O)Nc2ccccc2F)n1-c1ccc(F)cc1
  0	-3	0	1	2	0	i	12	i
36) COc1ccccc1-c1c(C#N)c(N)nc2c1CCC2
  -18	-4	2	-1	5	0	i	11	i
37) COc1ccc(CCN(C(=O)c2cccc(F)c2)C2CC(=O)N(c3ccccc3)C2=O)cc1 (stereo not given)
  4	-2	1	-20	-10	-6	i	6	i
38) COc1c(F)c(F)c(C(=O)Nc2ccccc2N2CCN(C(=O)C(C)C)CC2)c(F)c1F
  -3	3	-1	-3	4	-3	i	-18	i
39) Cc1ccc(CSc2nnc(SCC(=O)N/N=C/c3c(C)nn(-c4ccccc4)c3C)s2)cc1
  -28	0	1	-1	-5	2	i	2	i
40) COc1ccc(CN2CCNC(=O)C2CC(=O)NCc2csc(C)n2)c(F)c1 (stereo not given)
  12	-9	1	3	4	1	i	18	i
41) CCN(CC)S(=O)(=O)c1ccc(NC(=O)COc2nc3ccccc3nc2N2CCOCC2)cc1
  8	22	0	1	-6	0	i	7	i
42) CCCCC(=O)Nc1nc2c(OC)ccc(OC)c2s1
  -12	1	-3	-5	-9	2	i	11	i
43) CC(C)c1nc(SCC(=O)NC2CCCCC2)c2ccccc2n1
  12	-2	-1	-4	3	1	i	-24	i
44) COC(=O)c1c(C)oc(C)c1S(=O)(=O)NC(C)(C)C
  -6	0	-1	-1	0	2	i	11	i
45) CCN1C(=O)/C(=C/c2ccc(C)s2)SC1=Nc1ccc(OC)cc1
  -2	25	1	-6	-2	-2	i	-13	i
46) CC1(C)CC(=O)C(C(c2cccnc2)C2C(=O)CC(C)(C)CC2=O)C(=O)C1
  20	-7	-1	3	-2	-5	i	-3	i
47) CCOC(=O)c1cc(-c2ccccc2)sc1NC(=O)c1ccc(OC)c(OC)c1
  23	43	-5	-1	1	-4	nt	-4	i
48) O=C(CCC1CCCCC1)NCCS(=O)(=O)N1CCN(c2ccccc2F)CC1
  -3	6	2	-5	-2	0	i	1	i
49) COCCCNC(=O)c1cc(C(=O)c2c(-c3c(Cl)cccc3Cl)noc2C)c[nH]1
  7	-6	0	3	-1	-3	i	-25	i
50) Cc1cc(NC(=O)CCC(=O)N(CC(=O)NC2CCCC2)c2ccc(Cl)cc2)no1
  -2	4	0	-1	5	-1	i	21	i

# One compound at a time (already shown):
# COC(=O)c1c(C)oc(C)c1S(=O)(=O)NC(C)(C)C as listed: PABP1 MLLE inh = -6; FAS-TE inh = 0; Rin1-Abl PPI inh = -1; NadD inh = -1; CSN inh = 0; MT1-MMP act inh = 2; Neddyl block = i; SKN-1 block = 11; Rpn11 inh = i
# COc1ccc(NC(=S)N/C(=N/CS(=O)(=O)c2ccccc2)c2ccccc2)cc1 as listed: PABP1 MLLE inh = 33; FAS-TE inh = 1; Rin1-Abl PPI inh = -1; NadD inh = 8; CSN inh = 4; MT1-MMP act inh = 2; Neddyl block = i; SKN-1 block = 11; Rpn11 inh = i

# Next section:
# Values run as follows: PABP1 MLLE inh	FAS-TE inh	Rin1-Abl PPI inh	NadD inh	CSN inh	MT1-MMP act inh	Neddyl block	SKN-1 block	Rpn11 inh
51) Clc1ccc(CSc2nnc(Cn3cnc4ccccc43)o2)cc1
  3	7	1	-4	6	0	i	-28	i
52) Cc1ccc(S(=O)(=O)N(C)C)cc1NC(=S)NC12CC3CC(CC(C3)C1)C2
  23	27	1	4	1	1	i	11	i
53) O=C(N/N=C/c1ccccc1Cl)c1ccc(F)cc1
  -3	-1	1	5	3	-4	i	-1	i
54) COCC(O)CSc1c([N+](=O)[O-])nc(C)n1Cc1ccc(OC)c([N+](=O)[O-])c1 (stereo not given)
  0	-2	-2	1	-7	8	i	0	i
55) Cc1cccc(N(Cc2ccccc2)C(=O)c2cc(S(=O)(=O)N3CCOCC3)ccc2F)c1
  10	19	-1	-3	1	-14	i	18	i
56) O=C(O)CCC(=NNC(=O)c1cccc(S(=O)(=O)N2CCCCC2)c1)c1ccccc1
  -11	-3	4	-2	1	-1	i	1	i
57) Cn1c(=O)c2ccccc2n2c(CCl)nnc12
  0	-5	4	0	-2	1	i	-9	i
58) Cc1ccc(NC(=O)c2cc(S(=O)(=O)N3CCOCC3)cn2C)cc1F
  -8	3	-4	3	-4	20	i	9	i
59) CCCCCNC(=O)c1ccc2c(=O)n(CCOC)c(=O)[nH]c2c1
  -10	-10	-1	-5	2	0	i	-15	i
60) Cc1ccc(S(=O)(=O)N2CCN(C(=O)C(C)Cn3cncn3)CC2)cc1C (stereo not given)
  10	-4	3	0	-1	1	i	0	i
61) COc1cccc(C(C(=O)NC(C)(C)C)N(Cc2ccc(F)cc2)C(=O)CCC(=O)Nc2cc(C)on2)c1OC (stereo not given)
  -10	-1	4	-1	4	-5	i	27	i
62) Cc1cccc(Nc2c([N+](=O)[O-])ccc3nonc23)c1C
  -7	6	-3	-3	-2	1	i	-3	i
63) COc1ccc(NC(=O)c2ccccn2)cc1S(=O)(=O)N1CCOCC1
  -16	-7	-1	4	-2	-4	i	-2	i
64) O=C(CCn1ccc2cc(S(=O)(=O)N3CCCC3)ccc21)NCc1ccccc1F
  -2	3	0	-8	-3	-2	i	16	i
65) CSc1ncccc1C(=O)OCC(=O)NC1CCC(C)CC1 (stereo not given)
  0	-2	4	-5	-3	2	i	10	i
66) Cc1cc(NS(=O)(=O)c2ccc(N)cc2)no1
  16	-6	-2	1	-4	1	i	2	i
67) Cc1cc(N2C(=O)C(O)=C(C(=O)c3cc4ccccc4o3)C2c2ccc([N+](=O)[O-])cc2)no1 (stereo not given)
  -4	14	4	-12	6	-6	i	12	i
68) Cc1ccc(S(=O)(=O)N(CCCN2CCCC2=O)Cc2cc3c(C)ccc(C)c3[nH]c2=O)cc1
  -5	1	-5	5	-1	0	i	-9	i
